Screening results deposited in PubChem by several laboratories.
TROY NFkB inh – blocks TROY-dependent signaling in reporter cells | inhibition, % at 10 µM | hit rate 0.98% among 360,000 | Q293 LMP1-TROYcd NF-kB luciferase reporter, 4 h;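 active means compounds whose plate-normalised and pattern-corrected inhibition of the luciferase reporter signal at the single screening dose is 50% or more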
NOD2-RIPK2 inh – inhibitors of human NOD2-RIPK2 interaction | O43353 | CHO BLA complementation NOD2-RIPK2, CCF4 ratio | inhibition, % at 4.98 µM | hit rate 0.38% among 360,000; in the data active means inhibition above about 21%;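 further: 0% = vehicle only and 100% = reference blocker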
Target sequence (O43353 whole entry, looked up): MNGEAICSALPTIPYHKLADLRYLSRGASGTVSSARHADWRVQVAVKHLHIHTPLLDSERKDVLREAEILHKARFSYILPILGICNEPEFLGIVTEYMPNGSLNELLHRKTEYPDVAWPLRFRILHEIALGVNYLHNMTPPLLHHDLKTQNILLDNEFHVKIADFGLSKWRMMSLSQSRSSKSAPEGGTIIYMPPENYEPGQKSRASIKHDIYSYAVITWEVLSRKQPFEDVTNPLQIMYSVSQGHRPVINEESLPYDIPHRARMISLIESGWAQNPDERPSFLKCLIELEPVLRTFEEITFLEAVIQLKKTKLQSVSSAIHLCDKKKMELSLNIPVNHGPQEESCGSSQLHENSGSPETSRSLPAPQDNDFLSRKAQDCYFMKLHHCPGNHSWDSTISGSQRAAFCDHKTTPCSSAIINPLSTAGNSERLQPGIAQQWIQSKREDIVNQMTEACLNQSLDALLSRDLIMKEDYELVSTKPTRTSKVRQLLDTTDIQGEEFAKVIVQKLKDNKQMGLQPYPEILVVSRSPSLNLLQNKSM
LMP1 NFkB inh – reduces LMP1-driven NF-kappaB luciferase signal | hit rate 0.69% among 350,000 | AID 504558 | inhibition, % at 12.5 µM | LMP1-induced NF-kappaB luciferase reporter cells, luminescence; in the data active means inhibition above about 41%;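 further: 0% = neutral control wells and 100% = reference inhibitor control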
TLR9-MyD88 block – blocks human TLR9 binding to MyD88; Q9NR96+Q99836; inhibition, % at 4.98 µM; CHO BLA complementation TLR9-MyD88, CCF4 FRET ratio; hit rate 0.21% among 340,000;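 active means inhibition above the mean over all tested compounds plus 3 SD, cut at about 21% in these data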;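 further: 0% = DMSO only wells and 100% = clavulanate BLA inhibitor control wells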
NR5A2 inv ag – NR5A2 inverse agonism in reporter assay | HEK293T StAR-luciferase reporter, LRH-1 transfected, 24 h | inhibition, % at 3.6 µM | hit rate 0.13% among 360,000;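 active means inhibition above the mean inhibition of all tested compounds plus 3 SD, cut at about 73% in these data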;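 further: 0% = DMSO wells and 100% = reporter-only cells lacking LRH-1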
Target sequence (O00482 whole entry, looked up): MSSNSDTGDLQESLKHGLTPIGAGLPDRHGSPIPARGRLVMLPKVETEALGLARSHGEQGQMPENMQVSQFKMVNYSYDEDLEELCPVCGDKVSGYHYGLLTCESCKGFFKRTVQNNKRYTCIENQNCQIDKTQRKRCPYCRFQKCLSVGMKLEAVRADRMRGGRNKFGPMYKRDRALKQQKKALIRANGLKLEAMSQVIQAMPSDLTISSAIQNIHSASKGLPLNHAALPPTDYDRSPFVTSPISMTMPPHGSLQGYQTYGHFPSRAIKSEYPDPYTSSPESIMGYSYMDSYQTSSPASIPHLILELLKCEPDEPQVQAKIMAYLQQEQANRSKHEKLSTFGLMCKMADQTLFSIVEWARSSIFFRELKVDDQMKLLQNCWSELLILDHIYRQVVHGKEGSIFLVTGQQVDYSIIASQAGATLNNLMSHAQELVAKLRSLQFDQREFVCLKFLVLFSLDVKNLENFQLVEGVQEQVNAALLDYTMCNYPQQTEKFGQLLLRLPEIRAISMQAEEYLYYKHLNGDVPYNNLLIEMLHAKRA
NR2F2 inh – NR2F2 (human) inhibition, primary screen; inhibition, % at 8.6 µM; HEK293T NGFI-A luciferase reporter, luminescence; hit rate 0.7% among 370,000; AID 686940; P24468;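 active means inhibition above a per-plate cutoff, mean inhibition of test wells between control levels plus 3 SD, cut at about 38% in these data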;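 further: cells cotransfected with COUP-TFII expression vector driving the NGFI-A reporter; 0% = median of COUP-TF2 test wells and 100% = reporter-only cells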
TRAIL sens C8 – caspase-8 TRAIL sensitization | NB7+C8 cells + TRAIL, ATPlite viability luminescence | inhibition (viability loss, TRAIL sensitization), % at 10 µM | hit rate 1% among 360,000;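 active means compounds causing at least 50% loss of cell viability in the single-dose screen, relative to plate controls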
TWEAK-Fn14 inh – TWEAK-Fn14 signaling inhibition; TWEAK-stimulated Fn14 reporter cells, luciferase luminescence, 8 h; hit rate 2% among 360,000; inhibition, % at 10 µM; in the data active means inhibition above about 50%
NCOA1 inh – inhibitors of human steroid receptor coactivator 1 (SRC1) | hit rate 0.12% among 360,000 | AID 588354 | inhibition, % at 3.6 µM | HEK293 GAL4-SRC1 luciferase reporter, luminescence;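 active means inhibition above the campaign mean plus 3 SD, with each screening campaign given its own cutoff, cut at about 60% in these data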;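 further: 0% = DMSO treated cells and 100% = gossypol at 36 µM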
NCOA2 inhibitor – human SRC2 (NCOA2) inhibition | Q15596 | HEK293 GAL4-SRC2 luciferase reporter, luminescence | inhibition, % at 9 µM | hit rate 0.17% among 370,000;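 active means inhibition above the mean inhibition of all tested compounds plus 3 SD, set per campaign, cut at about 52% in these data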;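 further: 0% = DMSO treated cells and 100% = cells given Gossypol at 36 µM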
SRC3 inh – inhibitors of human steroid receptor coactivator 3 (SRC3); HEK293 GAL4-SRC3 luciferase reporter, luminescence; inhibition, % at 3.6 µM; hit rate 0.17% among 360,000;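 active means inhibition above a per-campaign cutoff, the mean of all compounds plus 3 SD, cut at about 60% in these data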;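 further: 0% = DMSO-treated cells and 100% = gossypol-treated cells at 36 µM; higher means less SRC3-driven luciferase light from the GAL4 reporter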
The depositor's hits bear a star; / = no result given.

SMILES	TROY NFkB inh	NOD2-RIPK2 inh	LMP1 NFkB inh	TLR9-MyD88 block	NR5A2 inv ag	NR2F2 inh	TRAIL sens C8	TWEAK-Fn14 inh	NCOA1 inh	NCOA2 inhibitor	SRC3 inh
CC(C)C(NC(=O)COc1ccc2ccccc2c1)C(=O)N/N=C/C=C/c1ccccc1 (stereo not drawn)	6	-1	-13	-8	10	-2	-16	-17	-5	7	-6
CC(C)(C)NC(=O)C12CC3CC(CC(Cl)(C3)C1)C2	-2	-6	0	1	-5	0	-10	-3	-20	-8	-5
Cc1ccc(Cl)cc1NC(=O)CNCC(c1ccccc1)N(C)C (stereo not drawn)	-9	6	-4	2	-12	7	14	5	-4	19	-23
COC(=O)c1ccc(C2=NOC(C)(c3sc(-c4ccc(Cl)cc4)nc3C)C2)cc1 (stereo not drawn)	-30	2	-5	5	-8	-5	-5	-27	-20	-41	1
CCCCCCCN(c1ccccc1)[C@@H]1C[C@H]2CCCC(=O)N3CC[C@@H](C1)[C@@H]23	38	-7	11	5	-13	19	19	34	-4	38	39
Cc1cc(NS(=O)(=O)c2ccc(NC(=O)c3ccccc3C)cc2)no1	-2	-1	-4	-1	13	1	-15	4	9	-9	5
Cc1ccsc1C(=O)OCC(=O)Nc1ccc(Cl)cn1	-55	3	-5	-3	-26	1	4	-38	-7	-29	-8
Cc1cc(NC(=O)CN2CCN(c3ccc(O)cc3)CC2)no1	-7	-8	6	-4	-15	4	-19	6	-1	17	4
CCc1cccc(CC)c1NC(=O)CSc1nnc(C2CC2)n1C	-2	-4	4	1	-3	2	-8	11	-1	13	9
Cn1ncc(Br)c1C(=O)N1CCc2ccccc21	4	-3	-12	-5	12	6	11	5	-10	15	1
COc1ccc(S(=O)(=O)N2CCCOC2CNC(=O)C(=O)NCc2ccccn2)cc1 (stereo not drawn)	-11	-1	0	-3	7	-11	-14	9	3	-26	4
CC(=O)c1ccc(NC(=O)CSc2nnc(Cn3cnc4ccccc43)o2)cc1	11	8	-2	-1	27	2	-1	14	-10	4	16
CCOc1cc(/C=C2/NC(=O)N(CC(=O)Nc3cccc(C)c3)C2=O)ccc1OCC(N)=O	5	-12	4	-9	-1	10	-3	14	21	15	-2
COc1ccc(-c2cc(C(=O)O)[nH]n2)cc1OC	-16	1	-1	-3	10	-18	-2	-3	-7	14	22
O=S(=O)(Cc1ccc(Cl)cc1Cl)c1ccc(Cl)cc1	-34	6	0	-2	1	-25	18	12	-23	6	-5
Cc1cccc(OCCCC(=O)Nc2ccc(S(=O)(=O)Nc3nccs3)cc2)c1C	0	-9	5	5	-9	11	-15	13	-6	-5	4
COc1ccc(-n2ncc3c(=O)n(CC(C)=O)cnc32)cc1	-7	-15	-2	0	5	-12	1	0	-7	-1	-16
O=C(N/N=C\c1c(O)ccc2ccccc12)c1cncc(Br)c1	19	11	38	23*	28	-17	14	-3	51	17	69*
CC(=O)N1CCOc2ccc(S(=O)(=O)NCCc3ccc(S(N)(=O)=O)cc3)cc21	-16	1	3	4	14	-8	-7	-5	-10	-9	-9
CCOc1ccc(CNC(=O)c2ccc(Sc3ccc(C)cc3)c(NC(C)=O)c2)cc1OC	22	-2	16	-6	12	22	1	15	-16	13	3
CC1(OC(=O)CCc2ccccc2)C(=O)C=C2C=C(c3ccc(C#N)cc3)N(CCN3CCOCC3)C=C2C1=O (stereo not drawn)	-7	0	1	-6	-8	1	-12	12	3	-27	-2
CN(C(=O)CSc1nnc(Nc2ccccc2)s1)C1CCS(=O)(=O)C1 (stereo not drawn)	10	-4	3	-2	12	1	-1	-13	-21	-7	4
COc1ccc(N2CCN(C(=O)C3CCN(S(=O)(=O)c4c(C)noc4/C=C/N(C)C)CC3)CC2)cc1	2	9	5	-15	-20	0	-12	5	-7	16	-5
CCOC(=O)c1cc(CN2CCOCC2)oc1-c1ccccc1	16	-7	1	5	-1	6	22	1	10	-29	-15
Cc1cnc(C(=O)OCC(=O)Nc2cc(-c3cc(C)c(C)cc3C)nn2-c2ccccc2)cn1	11	10	4	1	6	9	-14	0	-3	4	-7
CN(C(=O)COC(=O)CCc1nc2ccccc2c(=O)[nH]1)C1CCS(=O)(=O)C1 (stereo not drawn)	12	-2	6	6	-2	-11	0	5	-7	-14	-4
CN(Cc1ccccc1)C(=O)C1CCC(CNS(=O)(=O)c2cccc3cccnc23)CC1 (stereo not drawn)	-1	-6	7	12	10	-1	3	4	2	20	14
CC(N=Cc1ccccc1O)c1ccccc1 (stereo not drawn)	6	6	-7	0	-19	6	-12	-14	1	9	-2
O=C(N/N=C/c1ccco1)Nc1ccccc1	-55	-11	-33	-10	-127	-42	7	-2	-92	-90	-55
CC(Sc1ccc(Br)cc1)C(N)=O (stereo not drawn)	3	0	-3	-10	-3	5	-14	7	-1	10	-9

At a glance, some entries already given.
SMILES	TROY NFkB inh	NOD2-RIPK2 inh	LMP1 NFkB inh	TLR9-MyD88 block	NR5A2 inv ag	NR2F2 inh	TRAIL sens C8	TWEAK-Fn14 inh	NCOA1 inh	NCOA2 inhibitor	SRC3 inh
Cc1cccc(OCCCC(=O)Nc2ccc(S(=O)(=O)Nc3nccs3)cc2)c1C	0	-9	5	5	-9	11	-15	13	-6	-5	4
COc1ccc(-n2ncc3c(=O)n(CC(C)=O)cnc32)cc1	-7	-15	-2	0	5	-12	1	0	-7	-1	-16
O=C(N/N=C\c1c(O)ccc2ccccc12)c1cncc(Br)c1	19	11	38	23*	28	-17	14	-3	51	17	69*
CC(=O)N1CCOc2ccc(S(=O)(=O)NCCc3ccc(S(N)(=O)=O)cc3)cc21	-16	1	3	4	14	-8	-7	-5	-10	-9	-9
CCOc1ccc(CNC(=O)c2ccc(Sc3ccc(C)cc3)c(NC(C)=O)c2)cc1OC	22	-2	16	-6	12	22	1	15	-16	13	3
CC1(OC(=O)CCc2ccccc2)C(=O)C=C2C=C(c3ccc(C#N)cc3)N(CCN3CCOCC3)C=C2C1=O (stereo not drawn)	-7	0	1	-6	-8	1	-12	12	3	-27	-2
CN(C(=O)CSc1nnc(Nc2ccccc2)s1)C1CCS(=O)(=O)C1 (stereo not drawn)	10	-4	3	-2	12	1	-1	-13	-21	-7	4
COc1ccc(N2CCN(C(=O)C3CCN(S(=O)(=O)c4c(C)noc4/C=C/N(C)C)CC3)CC2)cc1	2	9	5	-15	-20	0	-12	5	-7	16	-5
CCOC(=O)c1cc(CN2CCOCC2)oc1-c1ccccc1	16	-7	1	5	-1	6	22	1	10	-29	-15
Cc1cnc(C(=O)OCC(=O)Nc2cc(-c3cc(C)c(C)cc3C)nn2-c2ccccc2)cn1	11	10	4	1	6	9	-14	0	-3	4	-7
CN(C(=O)COC(=O)CCc1nc2ccccc2c(=O)[nH]1)C1CCS(=O)(=O)C1 (stereo not drawn)	12	-2	6	6	-2	-11	0	5	-7	-14	-4
CN(Cc1ccccc1)C(=O)C1CCC(CNS(=O)(=O)c2cccc3cccnc23)CC1 (stereo not drawn)	-1	-6	7	12	10	-1	3	4	2	20	14

(list continues)
SMILES	TROY NFkB inh	NOD2-RIPK2 inh	LMP1 NFkB inh	TLR9-MyD88 block	NR5A2 inv ag	NR2F2 inh	TRAIL sens C8	TWEAK-Fn14 inh	NCOA1 inh	NCOA2 inhibitor	SRC3 inh
O=C(NCc1ccccc1)C1C(c2ccc3c(c2)OCO3)=Nc2ccccc2N1C(=O)c1cccc2ccccc12 (stereo not drawn)	/	-11	/	/	9	11	-7	/	/	20	/
CCSc1nc(=O)n(-c2ccccc2)c(C)c1C(C)=O	-47	10	-4	-12	7	-9	0	-7	-23	-55	-7
CN(Cc1ccc2c(c1)CCCN2C)C(=O)[C@H]1O[C@@H](n2cnc3c(N)ncnc32)[C@H](O)[C@@H]1O	8	-9	/	/	12	-16	-11	-38	-35	-20	-14
Fc1ccc(/C=N/Nc2ccccn2)cc1	-77	0	-36	10	-51	-18	11	-29	-2	-36	-20
O=C(/C=C(\c1ccc(Cl)cc1)n1cncn1)c1ccc(Cl)cc1	-4	2	-5	4	14	/	-20	-3	19	/	28
C=CCC1(CC=C)CCCN1C(=O)CC1C(=O)NCCN1Cc1ccccc1OC (stereo not drawn)	-18	-8	-3	5	-12	9	-8	-30	10	-19	7
CN(C)c1ccc(/C=C(/NC(=O)c2ccccc2)C(=O)NCCN2CCOCC2)cc1	12	-16	4	5	10	-25	9	-5	-8	8	1
CN(C)C(=O)CNC(=O)CN1C(=O)NC2(CCCc3sccc32)C1=O (stereo not drawn)	-31	0	-5	6	7	-28	5	21	-3	-17	6
CCOC(=O)c1ccccc1NC(=O)c1ccc2nccnc2c1	4	-9	6	-12	4	15	-5	11	-13	-5	1
CCN(C(=O)COC(=O)CC(C)c1ccccc1)c1c(N)n(Cc2ccccc2)c(=O)[nH]c1=O (stereo not drawn)	-11	-5	1	9	1	13	17	-3	-7	12	4
Clc1ccc(N2CCN(c3cnc4ccccc4n3)CC2)cc1	-26	-20	-8	-10	-19	-7	7	-32	-47	-43	-42
CCN(CC)c1ccc(C=Nc2ccc(C)cc2C)c(O)c1	3	0	-6	-4	13	19	8	-11	6	17	7
Cc1nn(CC(=O)NC(=O)c2ccccc2)c(C)c1[N+](=O)[O-]	-6	-11	0	-1	-4	-4	10	5	0	-6	14
O=C(NC1CCCCC1)[C@H](O)[C@@H](O)C(=O)NC1CCCCC1	/	4	-8	4	-3	0	-4	42	5	8	2
CN(C(=O)CSc1nnc(CNC(=O)c2ccccc2)o1)c1ccccc1	-6	0	2	3	-1	16	12	4	9	7	6
Cc1ccc(-c2csc(NC(=O)CN3CCC(C(N)=O)CC3)n2)cc1	19	0	4	-7	0	-6	7	-9	1	19	-18
CC(C)c1ccc(C2CC(c3ccc(Br)cc3)=NN2C(N)=S)cc1 (stereo not drawn)	-25	-1	-10	2	1	17	-4	34	-37	-26	-60
CN(C)CCCCCCCCCCC(=O)/C=N/O	-2	-10	-2	-10	1	-9	-1	0	1	0	3
COCCn1c(SCC(=O)c2c[nH]c3ccccc23)nnc1-c1ccncc1	-8	6	-3	-11	5	/	-2	1	0	/	2
Cc1ccc(N(CCC#N)C(=O)CCl)cc1C	3	2	2	-6	56	8	87*	56*	26	46	52
c1ccc(OCCOc2ccccc2-c2nnco2)cc1	-19	5	-4	-6	-14	-39	2	-26	-21	-43	-19
CCCCOC(=O)c1nnc(-c2ccc(Cl)cc2)o1	11	4	-1	2	9	26	1	2	11	-4	4

Entries listed so far that have a furan ring, fused or not:
SMILES	TROY NFkB inh	NOD2-RIPK2 inh	LMP1 NFkB inh	TLR9-MyD88 block	NR5A2 inv ag	NR2F2 inh	TRAIL sens C8	TWEAK-Fn14 inh	NCOA1 inh	NCOA2 inhibitor	SRC3 inh
CCOC(=O)c1cc(CN2CCOCC2)oc1-c1ccccc1	16	-7	1	5	-1	6	22	1	10	-29	-15
O=C(N/N=C/c1ccco1)Nc1ccccc1	-55	-11	-33	-10	-127	-42	7	-2	-92	-90	-55

This is a subset; rates above refer to the full screens.
